# HTRA1 inhibitor – HTRA1 serine protease inhibitors, primary screen, biochemical, fluorescence polarization, HTS; Q92743; recombinant HTRA1, FP-rhodamine activity-based probe; inhibition, % at 5.96 µM; 340,000 compounds, 0.5% hits; AID 504803, 2011; in the data active = inhibition above about 36%;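 note: 0% = enzyme with DMSO and 100% = wells lacking enzyme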
# NPR1 activator – GC-A stimulated cGMP production enhancers – HEK293 GC-A cells, cGMP TR-FRET, EC30 ANP, primary screen; Atrial natriuretic peptide receptor 1 (Homo sapiens), P16066; 0% at EC30 ANP, 100% saturating ANP; activation, % at 10 µM; 370,000 compounds, 0.14% hits; AID 1671463, 2021; in the data active = activation above about 40%
# mABHD4 FP – ABHD4 inhibitors, primary screen, biochemical, fluorescence polarization, mouse. purified mABHD4, FP-Rh probe fluorescence polarization. inhibition, % at 8.92 µM. AID 720543, 2013. 370,000 compounds, 0.54% hits;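 active = inhibition exceeding the mean over every tested compound plus 3 SD, cut at about 30% in these data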;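 note: 0% = plate median of compound wells and 100% = S159A mutant with DMSO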
#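 Assay system: mouse ABHD4 enzyme, wild type / Also added: fluorescent activity-based probe FP-Rh / Doses: single nominal dose of 8.92 µM, 0.89% DMSO final / Timing: 45 min compound pre-incubation plus 60 min probe step, 25 °C / Signal: FP readout, ex 525 nm / em 598 nm / Control set: S159A mutant/DMSO as 100%, compound-well median as 0%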
# ASAP1 inh – inhibitors of human ASAP1 ArfGAP activity, primary screen, biochemical, fluorescence polarization; Arf-GAP with SH3 domain, ANK repeat and PH domain-containing protein 1 (Homo sapiens), …; ASAP1-stimulated ARF1 GTP hydrolysis, GDP FP detection; inhibition, % at 16.5 µM; 360,000 compounds, 0.19% hits; AID 624377, 2012; in the data active = inhibition above about 25%;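 note: 0% = vehicle with enzyme and substrate and 100% = no enzyme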
# ARFGAP1 inh – inhibitors of rat ARFGAP1 GAP activity, primary screen, biochemical, fluorescence polarization, GDP tracer; AID 651572, 2012; Arfgap1-stimulated ARF1 GTP hydrolysis, GDP FP detection; ADP-ribosylation factor GTPase-activating protein 1 (Rattus norvegicus), Q62848; inhibition, % at 16.5 µM; 360,000 compounds, 0.26% hits;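 active = inhibition above a per-plate limit, mean inhibition of low control wells plus 3 SD, cut at about 25% in these data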;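 note: 0% = DMSO wells with enzyme and 100% = wells lacking Arfgap1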
# Target sequence (Q62848 1-136 limits assumed): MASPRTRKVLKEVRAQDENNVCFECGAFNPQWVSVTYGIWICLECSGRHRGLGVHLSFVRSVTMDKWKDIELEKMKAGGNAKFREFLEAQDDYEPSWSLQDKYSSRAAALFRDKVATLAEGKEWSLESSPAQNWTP
#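 System: truncated rat Arfgap1 GAP domain / Medium: HEPES-based buffer, pH 7.5 / Also added: N-terminally truncated human ARF1-GTP substrate / Incubation: enzyme reaction 120 min at 25 °C after 20 min preincubation / Measured by: FP of antibody-bound GDP Alexa 633 tracer, ex 620/em 688 nm / Replicates: singlicate, each compound tested once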
# NPR2 activator – human GC-B receptor activators, primary screen, HEK293 GC-B cells, cGMP TR-FRET, EC30 CNP; Atrial natriuretic peptide receptor 2 (Homo sapiens), P20594; 0% at EC30 CNP, 100% saturating CNP; activation, % at 10 µM; 370,000 compounds, 0.11% hits;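 active = activation at 10 µM reaching about 35% in either raw or pattern-adjusted values, limit read from the data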
# PG9 binder – binders of HIV-1 gp120 antibody PG9, primary screen, biochemical, TR-FRET; HIV-1 gp120 / PG9 antibody interaction; TR-FRET gp120-PG9 antibody binding; inhibition, % at 6.7 µM; 360,000 compounds, 0.43% hits; AID 624416, 2012; in the data active = inhibition above about 8.5%
# Rev-erbA mod – modulators of Rev-erb alpha DNA binding, primary screen, biochemical, FITC-DNA, fluorescence polarization, uHTS. AID 1259318, 2017. Rev-erbα–FITC-DNA binding, 90 min. 370,000 compounds, 0.79% hits. activity, % at 10 µM;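 active = activity above about 14%, limit read from the data; passing the limit was not always enough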;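 note: 0% = DMSO wells with 35 nM protein and 100% = DMSO wells with 750 nM protein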
# Target sequence (P20393 whole entry, looked up): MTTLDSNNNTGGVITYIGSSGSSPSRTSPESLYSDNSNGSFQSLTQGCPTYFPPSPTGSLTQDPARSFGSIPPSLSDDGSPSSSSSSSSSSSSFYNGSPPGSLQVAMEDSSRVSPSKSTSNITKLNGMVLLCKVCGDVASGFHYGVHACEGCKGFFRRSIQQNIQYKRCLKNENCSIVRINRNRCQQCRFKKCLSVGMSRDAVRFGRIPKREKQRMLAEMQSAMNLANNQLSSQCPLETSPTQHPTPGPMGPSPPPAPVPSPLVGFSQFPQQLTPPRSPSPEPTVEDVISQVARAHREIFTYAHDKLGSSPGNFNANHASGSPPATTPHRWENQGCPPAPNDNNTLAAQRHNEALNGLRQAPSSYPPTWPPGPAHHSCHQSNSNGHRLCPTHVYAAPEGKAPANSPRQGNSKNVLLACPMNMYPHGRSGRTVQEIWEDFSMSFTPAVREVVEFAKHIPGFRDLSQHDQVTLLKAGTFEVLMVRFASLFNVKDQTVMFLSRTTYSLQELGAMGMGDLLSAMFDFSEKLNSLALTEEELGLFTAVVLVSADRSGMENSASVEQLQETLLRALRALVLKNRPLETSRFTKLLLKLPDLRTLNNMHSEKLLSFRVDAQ
# SMARCA2 act – SMARCA2 (BRM) function activators, primary screen, cell-based, luminescence, high throughput; AID 652017, 2013; 370,000 compounds, 1% hits; activation, % at 9.1 µM; MG213 cells, MMTV-luciferase reporter, dexamethasone, overnight; in the data active = activation above about 7.8%;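 note: 0% = vehicle wells and 100% = reference activator wells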
# rCAG RNA binder – binders of r(CAG) RNA repeats, primary screen, biochemical, fluorescence. 370,000 compounds, 1.3% hits. inhibition, % at 3 µM. r(CAG) RNA repeat, TO-PRO-1 dye displacement fluorescence;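 active = inhibition above the plate cutoff, the mean of all test compounds on that plate plus 3 SD, cut at about 35% in these data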;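 note: 0% = DMSO alone and 100% = 100 µM mitoxantrone as full dye displacement; higher means more dye released from RNA so lower well fluorescence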
# Active calls of the source: *; . = no result given.
SMILES,HTRA1 inhibitor,NPR1 activator,mABHD4 FP,ASAP1 inh,ARFGAP1 inh,NPR2 activator,PG9 binder,Rev-erbA mod,SMARCA2 act,rCAG RNA binder
OC(CN1CCCCC1)CN1CCCCC1,4,-1,-16,-7,-3,-3,1.2,1,-8,5
C/C=C(\C)CN1CCN(c2ccc(C)cc2)CC1,-1,-4,8,-8,0,-3,0.3,3,1,-2
CCOC(=O)C[C@H]1c2ccc(C(F)(F)F)cc2S(=O)(=O)N1c1cccc(OC)c1,-2,-1,-6,22,12,-6,1.1,-4,0,10
CSc1nc(C)c2c(n1)N(c1ccc(C(C)C)cc1)CC2,1,4,2,-2,4,-8,0.3,14,-1,3
COc1ccnc(Oc2ccccc2)c1C(=O)N/C=N/OCc1ccccc1,-3,4,2,-5,-4,4,-1.3,-3,2,-4
O=C(Nc1cccc(Cl)c1)c1ccc(=O)[nH]n1,10,4,-3,1,2,-1,-1.0,1,3,0
CCn1c(=O)cc(OCC(=O)NC2CCCCC2)c2ccccc21,2,3,4,11,15,-1,-0.2,0,-3,-7
Cc1ccc(CNC(=O)c2ccc(N3CCCC3=O)cc2)cc1,-1,0,-4,8,4,3,0.8,0,0,-2
CC(C)N1CC(COc2ccc(Cl)cc2Cl)OC1=O (centres undefined),2,-1,-4,-1,9,-8,-0.9,-1,0,3
Cc1nn2c(Nc3ccc(F)cc3)c3c(nc2c1-c1ccccc1)CCC3,2,-9,2,4,6,-11,-0.5,0,-1,-2
Cc1cc(/C=C2/NC(=O)NC2=O)c(C)n1-c1ccncc1,0,-8,1,-3,-7,-5,-7.4,-2,1,2
CN(CCOc1ccccc1)C(=O)CNC(=O)c1ccc(C(C)(C)C)cc1,-9,5,1,-12,10,5,0.7,-11,-3,-1
COc1ccc(/C=N/n2c(C)nnc2C)c(OC)c1,6,1,0,-9,4,-5,0.9,0,0,3
O=S(=O)(NC1CCCCC1Nc1ccccc1)c1ccccc1 (centres undefined),2,0,-1,9,-2,-1,-2.0,-2,-1,1
COc1cc(CCN(C(=O)c2cc3ccccc3[nH]2)C(C)c2nc3ccccc3[nH]2)cc(OC)c1 (centres undefined),.,-2,-7,-7,5,-4,-1.8,-2,-1,7
Cc1cc(Cl)ccc1C(=O)C1CCCN(C(=O)CCN2CCCO2)C1 (centres undefined),7,1,5,1,0,6,0.3,1,-2,-8
COc1ccc(CNS(=O)(=O)c2ccc3c(c2)NC(=O)CS3)cc1,0,1,5,-1,5,-4,-0.6,5,-1,1
Cc1cc(C(=O)Nc2nnc(C3CCCCC3)s2)cs1,5,7,-16,8,-8,5,-1.8,0,4,-2
O=C1C2C3C=CC(O3)C2C(=O)N1Cc1ccncc1 (centres undefined),2,0,13,0,-2,0,0.5,-1,-5,1
O=C(CCc1nnc2ccc(NCc3ccco3)nn12)N1CCCCC1,0,9,11,-5,7,-4,-0.8,-1,-4,-1
N#CCC(=O)Nc1ccc(C(=O)NCC2(N3CCOCC3)CCCCC2)cc1,-13,-1,4,9,-5,-4,1.4,-1,-1,13
CCCCCCCCN1C(=O)[C@H](CC(=O)NCc2cccc3ccccc23)C[C@@]2(C(=O)OCC)CCCC=C12,.,0,-11,1,-16,4,1.1,-1,0,7
C(=C\c1ccccc1)/C=N/Nc1nc(N2CCCCC2)nc(N2CCCCC2)n1,2,1,0,-2,0,7,-1.3,1,1,1
O=C(Cc1csc(-c2ccc(Cl)cc2)n1)Nc1cccc(S(=O)(=O)NC2=NCCC2)c1,-11,6,-21,0,11,-1,1.6,2,-4,7
COC(=O)c1cc(Br)ccc1NC(=O)CSCc1c(C)noc1C,-5,-6,-2,7,-8,-5,-1.0,-5,0,1
Cc1cccc(C)c1NC(=O)CN(C)C(=O)CN1C(=O)NC(C)(C)C1=O,-1,1,3,-14,4,1,-1.1,1,-2,0
Cc1ccc(-n2c(SCC(=O)Nc3cccc(S(N)(=O)=O)c3)nc3ccccc32)cc1,-53,10,-44,8,19,2,0.8,-6,-6,14
CCOC(=O)c1c(CC(C)C)csc1NC(=O)COC(=O)C1=NNC(=O)CC1,-7,0,-9,-7,-1,-3,-0.5,1,2,-2
CCCCNC(=O)CCC(=O)NNc1nc2ccccc2c2nc(-c3ccccc3)nn12,-6,0,2,5,10,-6,-2.6,-3,1,4
COc1ccc(C2C(C(=O)N3CCN(C)CC3)c3cc(OC)c(OC)cc3C(=O)N2C)cc1 (centres undefined),2,1,-4,-4,-7,-6,0.5,-3,-4,-3
NC(=O)c1ccccc1NS(=O)(=O)c1ccc(F)cc1,3,-1,3,13,-8,2,-1.2,-6,-3,3
Cc1cc(C)nc(NC(=S)Nc2ccc(F)cc2F)c1,0,4,2,19,-3,1,2.8,4,-2,-4
Nc1nc2ccc(Cl)cc2cc1C(=O)NCCCN1CCOCC1,.,0,-1,9,-5,5,-0.3,0,-2,6
COc1ccc(C(CCNC(C)c2ccccc2)c2ccc(F)cc2)cc1 (centres undefined),-20,-24,7,-4,-2,-20,0.3,3,-2,3
COc1ccccc1CNC(=O)C(=O)NCC1CCCN1S(=O)(=O)c1cc(C)ccc1C (centres undefined),3,2,-3,2,5,7,-0.3,1,-1,2
CCc1cc2c(N3CCN(C(=O)c4ccco4)CC3)ncnc2s1,2,-7,1,-6,4,-5,0.4,4,-1,-4
Cc1cc(C)c(NC(=O)/C=C\C(=O)O)c(Cl)c1,-2,1,-3,3,-4,4,-2.6,-2,3,0
Cc1csc(=O)n1CC(=O)OCC(=O)NCc1ccc(F)cc1,1,3,-4,-5,11,-2,-1.6,2,-2,1
O=S(=O)(Nc1nc2ccccc2nc1Nc1ccc(N2CCOCC2)cc1)c1cc(Cl)ccc1Cl,12,3,14,8,10,-1,-2.1,-1,0,6
COc1ccccc1N1CCN(C(=O)c2cc(C)on2)CC1,-2,1,3,-1,2,2,-5.7,-5,2,-1
CCCNC(=O)C1(C)CCN(Cc2ccc3ccccc3c2Br)C1 (centres undefined),.,-3,-10,-2,-5,-4,3.9,3,-4,1
O=C(Cc1ccsc1)N1CCN(S(=O)(=O)c2cc(C(F)(F)F)cc(C(F)(F)F)c2)CC1,7,2,1,2,9,1,-1.3,6,1,-1
O=C(NC1CCCC1)C(c1ccco1)N(Cc1ccccc1)C(=O)c1csnn1 (centres undefined),-1,1,-2,-9,0,3,1.3,-2,0,-4
Cc1ccc2cc(-c3noc(C4CCCO4)n3)c(=O)[nH]c2c1 (centres undefined),2,2,0,3,11,4,1.7,-6,-1,4
C#CCN1C=CC(=O)[C@@H](OC(=O)Nc2ccc(OC)cc2)[C@H]1c1ccccc1Br,-4,-2,-115,4,1,-6,-1.7,-3,-3,2
COC(=O)c1ccc(C(=O)N(C)C2CCCN(Cc3ccccc3F)C2)cc1 (centres undefined),5,0,4,2,3,4,-1.7,2,-2,-4
CCOC(=O)C1=C(N)Oc2ccc3ccccc3c2C1c1cccnc1 (centres undefined),-22,-20,-9,9,-3,-19,-2.3,4,2,-2
CC1(C)OC(c2ccccc2)=C/C(=C/C=N/NC(=O)c2ccncc2)O1,16,-6,13,12,-5,1,-5.5,1,-1,-4
Cc1ccc(OCC(=O)Nc2cccc(S(=O)(=O)N3CCCCC3)c2)c([N+](=O)[O-])n1,3,2,1,-1,-12,-3,-1.9,1,2,1
CCOc1ccc(CNn2cnnc2)cc1,3,-2,-4,-5,10,0,-1.7,-1,4,0
# Additional entries
SMILES,HTRA1 inhibitor,NPR1 activator,mABHD4 FP,ASAP1 inh,ARFGAP1 inh,NPR2 activator,PG9 binder,Rev-erbA mod,SMARCA2 act,rCAG RNA binder
Cc1cccc(Cn2nc(-n3cccc3)c3c(C)cc(C)nc32)c1,-15,-13,-6,2,0,-8,2.4,7,-3,-4
Cc1ccc(S(=O)(=O)N(CC(=O)NC2CCCCCC2)c2ccccc2F)cc1,-8,0,1,-19,6,-3,0.0,-4,-2,-2
COC(=O)CN(c1ccc(OC)c(OC)c1)S(C)(=O)=O,5,-2,-10,-10,8,6,0.9,1,-2,3
COc1cc(OC)cc(C(=O)N2CCN(C(=O)c3cccc(F)c3)CC2)c1,0,1,3,3,-4,4,0.8,-4,-2,-5
Cc1ccc2nc(N3CCC(C(=O)O)CC3)nc(-c3ccccc3)c2c1,-23,0,-4,13,1,-7,-1.2,-5,4,16
CC(C)C[C@H]1COc2cccc(F)c2S(=O)(=O)N1Cc1cn(CCC2OCCCO2)nn1,.,0,3,.,.,2,.,0,-2,2
CCN(CC)CCNC(=O)CNC(=S)N(CCCN1CCOCC1)Cc1cccs1,5,6,-11,-2,-11,2,0.1,0,0,-6
O=C(Cc1ccccc1)Nc1ccc(N2CCN(Cc3ccccc3F)CC2)cc1,4,3,-1,-4,9,7,-1.0,-5,-1,-7
CCC(=O)NC(=S)Nc1ccc(NC(=S)NC(=O)c2ccccc2)cc1,-3,-2,-3,-11,-2,-17,0.1,3,-2,1
O=CNc1cc2c(cc1Br)-c1ccccc1C2O (centres undefined),7,-1,0,-2,-5,5,-1.4,3,1,4
CN1CCC(N(C)S(=O)(=O)c2ccc(NC(=O)Cc3ccc(F)cc3)cc2)CC1,-1,0,1,-3,-9,-2,0.4,-1,0,4
N/C(=N\OC(=O)c1cc(Cl)ccc1Cl)c1cccnc1,1,7,-9,-1,-1,-8,0.3,4,-1,1
COc1ccccc1C(=O)NCCC(=O)NCC1COc2ccccc2O1 (centres undefined),4,3,1,8,-6,-4,-0.3,3,5,-2
CCc1cccc2c1NC(=O)C2(O)CC(=O)c1cccs1 (centres undefined),4,-3,5,-2,3,4,0.9,3,1,-1
CCc1nnc(NC(=O)c2ccc(S(=O)(=O)N(CC)CC)cc2)s1,3,1,-2,4,11,3,-0.4,-6,1,1

# Compound activity deposited in PubChem by several laboratories.
